HSF1 inhib: HSF1 inhibition. NIH3T3-HGL HSE-luciferase, MG132-induced, luminescence 8 h; stronger effect = lower value. 0.77% of 300,000 active. activity change, negative = inhibition, % at 7.5 µM (by protocol). AID 2098;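 active = more than half of replicate wells show activity change below -50%, luminescence cut by over half; inconclusive = some wells, but at most half, below -50%; inactive = no replicate well below -50%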;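 note: luciferase reports HSF-1 transcriptional activity via heat shock element; 0% = median of DMSO wells and -100% = zero luminescence signal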
aSyn 5UTR inh: MLPCN primary screen, SNCA 5' untranslated region; alpha-synuclein 5'UTR reporter, inhibitor activity; 0.82% of 300,000 active; inhibition, % (tested at 7.5 µM); in the data active = inhibition above about 60%; inconclusive = no clear call, values can overlap the other calls;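 note: H4 neuroglioblastoma cells stably carrying SNCA 5'UTR luciferase fusion; 0% = DMSO wells and 100% = positive control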
KLF5 inh: kruppel-like factor 5 inhibition. AID 1700. inhibition, % at 5 µM. DLD-1 KLF5 promoter-luciferase reporter, luminescence. 0.23% of 290,000 active;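 active = inhibition above a per-plate limit of that plate's mean compound inhibition plus 3 SD, cut at about 60% in these data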;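 note: 0% = DMSO wells and 100% = LY294002 at 200 µM; higher means less KLF5 promoter-driven luciferase light; inactives centre near -14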
GSK3beta inhib: inhibitors of human GSK3beta kinase; GST-GSK3beta kinase, ADP-Glo luminescence, 60 min; stronger effect = lower value; 0.038% of 300,000 active; activity score (negative = inhibition), % at 10 µM;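 active = more than half of replicate wells score below -50%, meaning over 50% inhibition versus plate controls; inconclusive = some replicates but at most half score below -50%; inactive = no replicate scores below -50%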;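 note: 0% = median DMSO wells and -100% = median GW8510 positive control wells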
Target sequence (P49841 whole entry, looked up): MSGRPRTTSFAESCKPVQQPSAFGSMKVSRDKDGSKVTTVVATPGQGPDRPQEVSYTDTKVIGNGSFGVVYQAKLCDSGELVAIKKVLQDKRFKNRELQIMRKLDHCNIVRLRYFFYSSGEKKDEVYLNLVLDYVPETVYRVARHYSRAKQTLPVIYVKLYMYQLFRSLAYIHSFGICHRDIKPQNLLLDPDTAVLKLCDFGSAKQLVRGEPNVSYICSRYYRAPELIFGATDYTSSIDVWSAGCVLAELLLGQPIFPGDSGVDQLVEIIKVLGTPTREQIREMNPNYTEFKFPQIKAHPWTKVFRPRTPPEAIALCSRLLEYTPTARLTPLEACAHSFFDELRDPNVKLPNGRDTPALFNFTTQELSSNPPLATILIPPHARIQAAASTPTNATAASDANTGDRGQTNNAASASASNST
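Test system – GST-tagged human GSK3beta kinase, cell-free · Incubation – 60 min enzyme reaction, room temperature · Signal – ADP-Glo luminescence · Also added – peptide substrate and ATP at 25 µM · Controls – DMSO neutral wells and GW8510 at 20 µM as positive · Buffer or medium – Tris/MgCl2 kinase buffer · Measure – Luminescence-derived activity versus plate DMSO and GW8510 wells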
GSK3A inh: blocks human GSK-3 alpha kinase. ADP-Glo luminescence, 60 min. P49840. 0.1% of 320,000 active. inhibition, % at 10 µM;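 in the data active = inhibition above about 50%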;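 note: GST-tagged GSK-3 alpha with peptide substrate and 25 µM ATP; 0% = DMSO neutral wells and 100% = GW8510 positive control wells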
Target sequence (P49840 whole entry, looked up): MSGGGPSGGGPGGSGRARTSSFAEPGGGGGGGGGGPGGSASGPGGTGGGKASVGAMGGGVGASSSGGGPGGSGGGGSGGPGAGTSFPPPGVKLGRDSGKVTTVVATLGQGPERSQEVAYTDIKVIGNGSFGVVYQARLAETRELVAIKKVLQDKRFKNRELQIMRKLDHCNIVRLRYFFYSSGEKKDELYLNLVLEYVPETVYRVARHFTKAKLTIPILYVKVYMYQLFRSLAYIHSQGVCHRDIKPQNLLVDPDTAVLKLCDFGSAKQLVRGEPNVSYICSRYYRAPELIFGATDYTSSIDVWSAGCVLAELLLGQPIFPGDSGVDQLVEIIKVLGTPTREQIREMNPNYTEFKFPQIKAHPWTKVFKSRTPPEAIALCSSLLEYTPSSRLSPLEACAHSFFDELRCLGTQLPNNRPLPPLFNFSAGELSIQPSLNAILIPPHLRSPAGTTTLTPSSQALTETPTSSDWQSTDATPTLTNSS
HSP90 refold inh: HSP90 refolding inhibition in rabbit reticulocyte lysate | 0.91% of 290,000 active | inhibition, % at 5.6 µM | luciferase refolding luminescence, 3 h | AID 1789;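 active = inhibition above the screen-wide mean plus 3 SD, computed separately per campaign, cut at about 16% in these data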;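 note: 0% = DMSO wells and 100% = 60 µM geldanamycin wells; inhibitors lower the luminescence because luciferase stays unfolded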
HSF-1 act: increases HSF-1 driven luciferase reporter signal; NIH3T3-HGL HSF-1 luciferase reporter, MG132, 8 h; 100% = twice DMSO control signal; activation, % at 9 µM; 1.7% of 300,000 active;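 active = mean replicate activation of at least 50% with a set share of replicates each reaching 50%; inconclusive = only one of those two conditions met; inactive = mean below 50% and too few replicates reaching it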;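 note: 0% = median of the neutral control wells and 100% = twice that signal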
Platelet DG rel: platelet dense granule release activity; AID 1663; 0.22% of 300,000 active; inhibition, %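 (compounds screened at 7.5 µM in platelet-rich plasma)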; human platelet-rich plasma, SFLLRN dense granule ATP release, luminescence;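 active = mean replicate score, as percent of positive control, at or above 50; inconclusive = mean below 50 but at least one replicate at or above 50; inactive = mean and every replicate below 50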
IEC-6 cytotox: kills IEC-6 intestinal cells in KLF5 counter-screen; IEC-6 cytotoxicity, luminescence viability; inhibition, % at 5 µM; 0.78% of 290,000 active; AID 1825; in the data active = inhibition above about 22%;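 note: 0% = plate median of test compound wells and 100% = cytotoxic reference compound wells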
DYRK1A inh: blocks rat Dyrk1A kinase activity; Q63470; inhibition, % at 12.5 µM; ADP-Glo luminescence, NFATc1 peptide; AID 504441; 0.43% of 310,000 active; in the data active = inhibition above about 50%;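 note: plate controls were vehicle with enzyme for no effect and no enzyme for full effect; many of its hits are not listed in these tables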
* marks the source's active call; other numbers are inactive results; ? = inconclusive; / = no result given. Some of the compounds tested. The share of hits here may be higher or lower than overall.

The first 2 records, to show the layout:
canonical_smiles,HSF1 inhib,aSyn 5UTR inh,KLF5 inh,GSK3beta inhib,GSK3A inh,HSP90 refold inh,HSF-1 act,Platelet DG rel,IEC-6 cytotox,DYRK1A inh
COc1ccc(N(Cc2cc3ccccc3[nH]c2=O)S(C)(=O)=O)cc1,3,26,-8,-2,2,0,-7,-45,7,5
O=C(Nn1cnnc1)c1cc(-c2ccccn2)nc2ccccc12,4,6,-62,2,-4,2,30,29,2,-3

The whole of this part, from the start:
canonical_smiles,HSF1 inhib,aSyn 5UTR inh,KLF5 inh,GSK3beta inhib,GSK3A inh,HSP90 refold inh,HSF-1 act,Platelet DG rel,IEC-6 cytotox,DYRK1A inh
COc1ccc(N(Cc2cc3ccccc3[nH]c2=O)S(C)(=O)=O)cc1,3,26,-8,-2,2,0,-7,-45,7,5
O=C(Nn1cnnc1)c1cc(-c2ccccn2)nc2ccccc12,4,6,-62,2,-4,2,30,29,2,-3
CC(C)C(=O)Nc1ccc(C(=O)Nc2ccc(S(=O)(=O)N3CCOCC3)cc2)cc1,-3,-1,-30,-6,1,-8,3,-1,4,13
O=c1[nH]c2ccsc2c(=O)n1-c1ccc(F)cc1,-4,-7,-2,1,-2,2,0,-3,0,-1
O=C(Nc1nc2ccc(S(=O)(=O)N3CCOCC3)cc2s1)c1cccs1,-1,-15,1,0,0,0,6,3,1,-5
Nc1nnc(SCC(=O)Nc2ccc3c(c2)OCCO3)s1,-3,-7,3,0,4,1,8,5,-1,18
O=C(Cn1c(=O)n(-c2ccccc2)c(=O)c2oc3ccccc3c21)Nc1ccccc1,-9,20,4,-2,-4,-2,10,-3,-8,-1
Cc1ccc(-c2nnc(Cc3ccc(Cl)cc3)o2)cc1,20,-85,-43,1,-1,-3,24,9,-6,-2
O=C(Nc1ccc(F)c(Cl)c1)c1nsc(Cl)c1Cl,29,-110,-140,-1,-3,-1,43,26,-1,/
CC1CCCN(C(=O)Cn2nnc(-c3ccc([N+](=O)[O-])cc3)n2)C1 (stereo unspecified),9,-9,-33,1,-2,0,45,3,-4,0
O=C(N/N=C/c1ccc(N2CCOCC2)cc1)c1ccccn1,-7,-103,-93,-2,4,26*,-1,25,3,5
O=C(OCCCN=C1NS(=O)(=O)c2ccccc21)c1ccc(F)cc1,-8,2,3,1,4,2,8,-2,-4,6
CCCCSc1nnc(-c2ccc(NC(=O)CCc3ccccc3)cc2)n1C,-3,-14,-3,2,-2,1,3,-7,-3,-7
Nc1nc(-c2ccc(Br)s2)c(Br)s1,3,-77,-17,-2,0,3,-4,5,3,-2
CCOC(=O)N1CCN(Cc2nc(-c3cccs3)no2)CC1,3,-58,-17,1,0,-1,-12,3,4,0
N=c1c2c(n(Cc3cccc(Cl)c3)c3c1CCC3)CCCC2,-9,?,28,-1,0,0,-10,6,6,/
CCOc1ccc(C(=O)c2cc3ccc(O)cc3oc2=O)cc1,1,-15,-35,0,4,2,-1,3,-1,4
COc1cc(NC(=O)c2ccccc2)c(OC)cc1NC(=O)Cc1ccc(C)cc1,-4,24,-2,1,-4,0,-1,-1,5,-3
Cc1nnc(SCC(=O)NC(C)(C)C)n1CCc1ccccc1,-2,-10,-26,-2,-2,0,-4,-5,1,-11
Cc1cc(C)n(C2CC(=O)N(c3cc(Cl)cc(Cl)c3)C2=O)n1 (stereo unspecified),-5,-19,-16,4,-2,-1,-8,8,-7,/
CC(C)COc1ccc(C/C(N)=N/n2cnnc2)cc1,-3,-7,-29,2,-2,-1,-1,3,-5,-3
Cc1ccc(SCC(=O)Nc2ccc3c(c2)C(=O)NC3=O)cc1,0,-10,-31,-49,4,3,3,2,-2,1
Cc1cccc(C(=O)NCC(=O)OCC(=O)N(C)CC(=O)Nc2ccc(F)cc2)c1,-8,-2,/,0,-1,/,-3,10,/,-1
O=C(Cn1cnc2ccccc2c1=O)Nc1ccc(-c2nnc3n2CCCCC3)cc1,-17,9,-12,-5,-6,-3,-30,-1,-11,3
COc1ccc(-n2cc(CN3CCCC3)c(-c3cccc(F)c3)n2)cc1,1,-25,-21,4,-2,-1,28,-4,8,1
O=C(c1ccccc1NS(=O)(=O)c1ccc2c(c1)OCCO2)N1CCOCC1,-9,-8,-5,-1,0,1,0,-45,11,-2
Cc1nn(C(C)CC(=O)O)c(C)c1C (stereo unspecified),-1,13,-6,3,0,-4,-15,0,-10,-4
CCOC(=O)c1c(C)[nH]c(C)c1C(=O)COC(=O)CCOc1ccccc1OC,-5,-7,4,-1,-3,3,6,-1,-1,4
CCc1ccc(N2CC(C(=O)Nc3ccc(S(=O)(=O)N4CCOCC4)cc3)CC2=O)cc1 (stereo unspecified),-5,19,/,1,-1,/,-6,0,/,9
CN1CCN(CCc2nc3cc(NC(=O)c4ccco4)ccc3n2C)CC1,10,-17,-17,-6,0,2,20,-20,2,-10
CN(C)c1ccnc(-n2cccc2/C=N/O)c1C#N,-8,-9,-43,-1,0,2,-7,-1,1,1
COc1ccc(-c2cc(C(=O)NCC(C)C)no2)cc1,12,-99,-141,0,/,-4,37,3,-6,-1
Cc1ccc(-n2cccc2/C=C2\C(=N)N3N=C(c4ccco4)SC3=NC2=O)cc1,1,8,-26,2,0,2,40,1,-3,2
COC(=O)C1=C(C(=O)OC)SC(=C2C(=S)C(C)(C)N(C(=O)C3CC3)c3ccccc32)S1,2,-1,-35,0,1,5,11,-26,2,2
O=C(CC1Nc2ccccc2NC1=O)Nc1ccccc1NC(=O)CC1Nc2ccccc2NC1=O (stereo unspecified),-46,-5,-12,-1,-1,-3,-55,-1,-1,/
COc1ccc(S(=O)(=O)NC2CCCCC2)c(C)c1C,-2,1,-20,1,0,1,-7,0,-2,-6
O=C(Nc1ncc2c(n1)-c1ccccc1OC2)c1ccc(Cl)cc1,4,14,-31,0,2,-8,0,2,-7,-5
O=S(=O)(c1ccc2c(c1)OCCO2)N1CCC(c2nc3ccccc3[nH]2)CC1,-5,-3,4,-14,-1,-1,-12,-4,6,-2
Cc1ccccc1N1CCN(C(=S)c2ccc([N+](=O)[O-])cc2)CC1,6,-3,-26,0,-2,0,-17,12,-4,-1
CCc1ccc(N(C(=O)c2csnn2)C(C(=O)NC(C)(C)C)c2cccnc2)cc1 (stereo unspecified),/,/,-23,-2,0,9,/,-5,-9,-7
COc1cccc(CNc2ccc(S(N)(=O)=O)cc2)c1OC,-57*,9,11,-4,-1,3,-67,-5,-4,/
O=C(O)c1ccc(S(=O)(=O)c2ccc(Sc3ccc(C(=O)O)c(C(=O)O)c3)cc2)cc1,-3,30,1,2,-3,1,3,-4,4,-2
O=C(c1cc(S(=O)(=O)N2CCCCC2)ccc1N1CCOCC1)N1CCN(Cc2ccccc2)CC1,-2,-26,-12,3,-1,1,10,-2,-1,1
Cc1ccc(CNCC(=O)Nc2ccc(N3CCOCC3)cc2)cc1,-2,9,-2,0,-3,0,1,0,-10,5
O=S(=O)(c1ccccc1)N1N=C(c2ccc(O)cc2)CC1c1ccco1 (stereo unspecified),0,2,-22,1,-2,-3,4,1,-6,3
O=C1NC(=S)N/C1=C/c1cc2c(cc1[N+](=O)[O-])OCO2,4,-16,-1,0,-1,4,27,-2,0,-2
COCCn1nnnc1C(c1ccccc1)N1CCN(C)CC1 (stereo unspecified),-1,-15,-9,1,-2,-1,-12,2,0,-11
C=C(C)CSc1nc2sc3c(c2c(=O)n1-c1ccccc1)CCN(C)C3,-3,1,-26,2,-2,3,-6,1,-14,8
CCN1C(=O)/C(=C2\SC(N3CCOCC3)=NC2=O)c2ccccc21,-1,-8,-42,-1,/,0,-2,2,4,5
Cc1ccc(C)c(NC(=O)C2Cc3ccccc3CN2C(=O)OCc2ccccc2)c1 (stereo unspecified),9,5,-36,1,-1,0,6,-4,-6,1
O=[N+]([O-])c1cc(Br)c(Nc2ccccc2)c([N+](=O)[O-])c1,20,33,37,-2,-2,-2,8,/,22*,-6
CCN(Cc1nc2ccccc2c(=O)[nH]1)Cc1nc2cc(OC)c(OC)cc2c(=O)[nH]1,15,-2,-15,0,-2,4,2,13,-11,7

Complete entries from above. Values in the order: HSF1 inhib	aSyn 5UTR inh	KLF5 inh	GSK3beta inhib	GSK3A inh	HSP90 refold inh	HSF-1 act	Platelet DG rel	IEC-6 cytotox	DYRK1A inh
`O=C1NC(=S)N/C1=C/c1cc2c(cc1[N+](=O)[O-])OCO2` in the list: 4	-16	-1	0	-1	4	27	-2	0	-2
`Cc1ccc(C)c(NC(=O)C2Cc3ccccc3CN2C(=O)OCc2ccccc2)c1` (stereo unspecified) in the list: 9	5	-36	1	-1	0	6	-4	-6	1
`CCN1C(=O)/C(=C2\SC(N3CCOCC3)=NC2=O)c2ccccc21` in the list: -1	-8	-42	-1	/	0	-2	2	4	5
`O=[N+]([O-])c1cc(Br)c(Nc2ccccc2)c([N+](=O)[O-])c1` in the list: 20	33	37	-2	-2	-2	8	/	22*	-6
`CCN(Cc1nc2ccccc2c(=O)[nH]1)Cc1nc2cc(OC)c(OC)cc2c(=O)[nH]1` in the list: 15	-2	-15	0	-2	4	2	13	-11	7

Screening data as filed in PubChem BioAssay.
